From PubChem BioAssay
TRPC4 block: inhibitors of mouse TRPC4 channel, primary screen, Fluo4 calcium, HEK293 TRPC4beta/mu-opioid cells; Short transient receptor potential channel 4 (Mus musculus), Q9QUQ5; DAMGO-evoked Fluo4 calcium flux; active compounds read low; B-score at 10 µM; actives 0.39% (n = 300,000);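 active = B-score over 3 SD under the library average, no early fluorescence shift, positive overall ratio signal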
Target sequence (Q9QUQ5 whole entry, looked up): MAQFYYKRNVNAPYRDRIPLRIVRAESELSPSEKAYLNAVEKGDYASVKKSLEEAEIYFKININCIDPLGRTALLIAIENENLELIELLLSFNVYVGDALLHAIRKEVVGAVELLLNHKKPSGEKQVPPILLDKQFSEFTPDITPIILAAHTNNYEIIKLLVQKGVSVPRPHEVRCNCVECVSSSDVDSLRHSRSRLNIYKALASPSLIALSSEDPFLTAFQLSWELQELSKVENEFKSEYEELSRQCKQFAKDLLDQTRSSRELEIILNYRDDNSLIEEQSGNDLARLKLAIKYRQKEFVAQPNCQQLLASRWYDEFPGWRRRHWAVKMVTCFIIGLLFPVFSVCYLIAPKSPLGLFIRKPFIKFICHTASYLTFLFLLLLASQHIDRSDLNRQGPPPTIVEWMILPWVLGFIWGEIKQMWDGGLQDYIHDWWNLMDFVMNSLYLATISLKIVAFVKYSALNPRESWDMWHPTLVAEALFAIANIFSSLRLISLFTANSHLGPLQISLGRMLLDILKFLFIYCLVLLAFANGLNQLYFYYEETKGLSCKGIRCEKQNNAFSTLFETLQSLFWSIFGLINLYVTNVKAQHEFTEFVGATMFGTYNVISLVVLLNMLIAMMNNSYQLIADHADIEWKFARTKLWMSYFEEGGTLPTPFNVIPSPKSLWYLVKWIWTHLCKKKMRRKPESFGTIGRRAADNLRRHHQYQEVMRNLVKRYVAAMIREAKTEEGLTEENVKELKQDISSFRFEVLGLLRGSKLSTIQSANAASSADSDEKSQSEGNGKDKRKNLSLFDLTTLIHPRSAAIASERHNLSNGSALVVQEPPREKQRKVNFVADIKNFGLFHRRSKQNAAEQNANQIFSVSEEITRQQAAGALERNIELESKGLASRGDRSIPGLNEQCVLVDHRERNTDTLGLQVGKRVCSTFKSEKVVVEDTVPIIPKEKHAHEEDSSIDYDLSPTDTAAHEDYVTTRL
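test system = HEK293 cells with stable TRPC4beta plus mu-opioid receptor expression | detection = Fluo4 Ca2+ flux fluorescence | read-out = integrated fluorescence ratio relative to baseline, converted to per-well B score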
PolyA inhibitor: polyadenylation inhibitors in yeast reporter cells, primary screen, luminescence, S. cerevisiae | actives 0.02% (n = 300,000) | S. cerevisiae SKY197-pL101 polyadenylation reporter, beta-gal luminescence; efflux-impaired pdr1/pdr3 knockout yeast; score 100 = 6 SD above DMSO | calls only at 12 µM | AID 1875, 2009;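 active = lowest replicate activity score at least 50, where 100 means six control SD above control mean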;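 also: yeast exposed to compound for 9 h at 30 °C; higher score means more reporter readthrough which indicates perturbed polyadenylation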
MrgX1 antag: antagonists of human MrgX1 receptor, primary screen, HEK293 cells, Fluo-4 calcium flux. actives 1.3% (n = 310,000). BAM8-22 antagonism; active compounds read low. B-score at 10 µM. Mas-related G-protein coupled receptor member X1 (Homo sapiens), Q96LB2;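 active = calcium-response B-score plate-corrected more than 3 library SD below zero, starting fluorescence within 5 deviations, no agonist response on first addition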;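 also: peak minus trough fluorescence over baseline after final BAM8-22 challenge near maximal dose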
MrgX1 ag: agonists of human MrgX1 receptor, primary screen, HEK293 cells, Fluo-4 calcium flux; AID 588627, 2011; actives 0.44% (n = 310,000); B-score at 10 µM; Fluo-4 calcium fluorescence, agonist mode; active compounds read high;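 active = calcium response B-score plate-corrected fluorescence ratio at least 3 library SD, with starting fluorescence B-score inside 5 SD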
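Material: HEK293 cells stably expressing human MrgX1 receptor | Quantity: 15,000 cells per well | Times: Cells plated overnight, dye loaded 0.5 h 37 °C, 0.5 h room temperature | Measured by: Kinetic Fluo-4 NW fluorescence of intracellular calcium | Control set: Positive and negative controls per plate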
MrgX1 allo act: positive allosteric modulators of MrgX1, primary screen, HEK293 cells, Fluo-4 calcium flux | Mas-related G-protein coupled receptor member X1 (Homo sapiens), Q96LB2 | FDSS; active compounds read high | B-score at 10 µM | actives 0.63% (n = 310,000) | AID 588675, 2011;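 active = plate-corrected calcium response at least 3 library SD above typical, normal starting fluorescence, not activating the receptor alone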;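 also: compound read alongside a low EC10 to EC30 dose of BAM8-22 agonist; peak minus trough fluorescence over baseline measured at the second addition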
TRPC4 agonist: activators of mouse TRPC4 channel, primary screen, Fluo4 calcium, HEK293 TRPC4beta/mu-opioid cells. Fluo4 calcium fluorescence; active compounds read high. Short transient receptor potential channel 4 (Mus musculus), Q9QUQ5. B-score at 10 µM. actives 0.49% (n = 310,000);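 active = B-score above 5 SD of library B-scores, and initial fluorescence ratio not above library mean plus 5 SD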;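 also: positive B-score marks a calcium rise read as TRPC4 activation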
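Assay system: HEK293 cells stably co-expressing mouse TRPC4beta and mu-opioid receptor / Timing: Fluo4 dye loading 45 min at room temperature, 110 s recording / Signal: Fluo4 calcium-sensitive dye fluorescence, kinetic, 1 Hz baseline / Read-out: integrated baseline-normalised fluorescence ratio, converted to per-well B score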
AI-2 QS mod: Vibrio harveyi AI-2 quorum sensing modulators, primary screen, JMH597 strain, luminescence/OD600 ratio | Vibrio harveyi JMH597 AI-2 luminescence/OD600 ratio, 9 h; active compounds read low; strain lacks LuxN and CqsS sensors; 0 = neutral-control median | activity change, % at 7.5 µM | actives 0.4% (n = 300,000); in the data active = activity change below about -75%, passing the limit was not always enough;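 also: luminescence divided by OD600 gain over 9 h not by final OD600 alone; inactives centre near 13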
HIF activator: HIF pathway transcriptional activators, primary screen, cell-based, U2OS HRE-luciferase, luminescence; U2OS HRE-luciferase reporter; normalized: DMSO 0%, desferrioxamine 100%; activation, % at 7.5 µM (by protocol); actives 0.32% (n = 300,000);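 active = mean activation of at least 10% of the iron chelator positive control signal, with at least half of replicates also reaching 10%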
TRPC4 PAM: positive allosteric modulators of TRPC4, primary screen, cell-based, mouse TRPC4beta, HEK293 mu-opioid, Fluo-4 calcium. DAMGO EC20, Fluo-4 Ca2+ flux; active compounds read high. Short transient receptor potential channel 4 (Mus musculus), Q9QUQ5. B-score at 10 µM. AID 2227, 2009. actives 0.42% (n = 310,000);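 active = B-score of calcium response area above 5 SD of library B-scores, with initial fluorescence ratio within 5 SD of library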;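 also: B-score of integrated fluorescence ratio over time as area under calcium response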
TRPC6 inhibitor: mouse TRPC6 channel inhibitors, primary screen, cell-based, HEK293, membrane potential dye; ACh-evoked depolarization; active compounds read low; B-score at 10 µM; actives 1.1% (n = 310,000);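 active = B-score under library mean minus 3 SD, initial fluorescence not abnormally high, positive integrated signal ratio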;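 also: B-score derived from integrated fluorescence ratio over the kinetic read; more negative B-score means stronger inhibition of depolarization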
TRPC6 act: mouse TRPC6 channel activators, primary screen, cell-based, HEK293, membrane potential dye | Short transient receptor potential channel 6 (Mus musculus), Q61143 | HEK293-TRPC6 membrane potential dye fluorescence; active compounds read high | B-score at 10 µM | actives 0.13% (n = 310,000) | AID 2550, 2010;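 active = B-score of the integrated fluorescence ratio above library mean plus 3 SD, and starting fluorescence ratio within library mean plus 5 SD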;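 also: higher score means more depolarization so channel activation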
An asterisk follows results filed as active; i = inactive; . = not tested or not shown.

SMILES	TRPC4 block	PolyA inhibitor	MrgX1 antag	MrgX1 ag	MrgX1 allo act	TRPC4 agonist	AI-2 QS mod	HIF activator	TRPC4 PAM	TRPC6 inhibitor	TRPC6 act
COc1ccc(-c2[nH]ncc2CNCCCSC)cc1F	i	i	i	i	i	i	18	1.0	i	i	i
O=C(CSc1ncccc1-c1nc2ccccc2[nH]1)Nc1ccc2c(c1)OCCO2	i	i	i	i	i	i	29	-1.0	i	i	i
Cc1ccccc1Nc1nc(-c2cccnc2)cs1	i	i	i	i	i	i	35	8.3	i	i	i
Cc1cc(C)nc(N2CCCC(C(=O)NCc3ccccc3)C2)n1 (stereo not drawn)	i	i	i	i	i	i	16	0.2	i	i	i
CCc1nn(CC(=O)N2CC(C)CC(C)C2)c(=O)c2cccn12 (stereo not drawn)	i	i	i	i	i	i	-3	-0.3	i	i	i
COc1ccccc1C(=O)NCCC(=O)N(C)CC(=O)Nc1ccc(N2CCOCC2)cc1	i	i	i	i	i	i	8	0.2	i	i	i
O=C(c1ccc2c(c1)OCO2)C1CCCN(C(=O)C2CCOCC2)C1 (stereo not drawn)	i	i	i	i	i	i	1	-0.6	i	i	i
CC(C)NCC(O)Cn1c2c(c3ccccc31)CCc1c-2cnn1-c1ccccc1 (stereo not drawn)	i	i	i	i	i	i	51	6.3	i	-10*	i
CC(C)(C)c1ccc(OCC(=O)Nc2ccc(-c3nc4cccnc4o3)cc2)cc1	i	i	i	i	i	i	26	1.3	i	i	i
CCCCSC1=C(C#N)C(c2ccccc2C)C(C(=O)OCC)C(=O)N1 (stereo not drawn)	i	i	i	i	i	i	-10	-0.4	i	i	i
Cc1cccc(NC(=O)C(=O)NCc2ccccn2)c1	i	i	i	i	i	i	10	1.0	i	i	i
Cc1cccc(N2CCN(S(=O)(=O)c3ccc4c(c3)CCC(=O)N4)CC2C)c1 (stereo not drawn)	i	i	i	i	i	i	14	-0.7	i	i	i
Cc1cc(C)cc(NC(=O)CC23CC4CC(C2)CC(n2nnc(C)n2)(C4)C3)c1	i	i	i	i	i	i	41	-0.4	i	i	i
CC(OC(=O)c1ccc2c(=O)n3c(nc2c1)CCCCC3)C(=O)Nc1ncc(Cl)cc1Cl (stereo not drawn)	i	i	i	i	i	i	23	2.1	i	i	i
CNC(=O)Nc1cc(C)nn1C	i	i	i	i	i	i	31	-0.4	i	i	i
COc1ccc(NC(=O)Nc2cccc3ccccc23)cc1S(N)(=O)=O	i	i	i	i	i	i	30	1.3	i	i	i
c1ccc(-c2ccccc2OCCOCCN2CCNCC2)cc1	i	i	i	i	i	i	24	0.1	i	i	i
CCOC(=O)c1c(N2CCN(c3ccccc3)CC2)cc(C)nc1C	i	i	i	i	i	i	2	1.3	i	i	i
CC(C)(C)c1oc(C(=O)O)cc1CN1CCOCC1	i	i	i	i	i	i	4	-0.5	i	i	i
COc1ccc(S(=O)(=O)N2CCC(C(=O)NCCC(=O)Nc3cccc(Cl)c3)CC2)cc1	i	i	i	i	i	i	22	-0.6	i	i	i
COc1ccc(CNC(=O)CSc2nnc3c(n2)[nH]c2ccc(C)cc23)cc1	i	i	i	i	i	i	8	0.0	i	i	i
COc1ccc(-c2cc(C(=O)NNC(=S)NC(=O)c3c(-c4ccccc4)noc3C)[nH]n2)cc1	i	i	i	i	i	i	53	-0.1	i	i	i
CCC(C(=O)NC1CCCC1)N(C(=O)Cn1nnc(-c2ccc(C)o2)n1)C(C)(C)C (stereo not drawn)	i	i	i	i	i	i	-2	-0.1	i	i	i
Cc1onc(-c2c(Cl)cccc2Cl)c1C(=O)NCc1ccco1	i	i	i	i	i	i	9	-1.1	i	i	i
Cn1nccc1C(=O)N1CCc2ccccc21	i	i	i	i	i	i	16	0.9	i	i	i
CC(O)c1c(-c2ccccc2)nn(C)c1Cl (stereo not drawn)	i	i	i	i	i	i	12	-0.1	i	i	i
COC(=O)c1ccc(NC(=O)c2ccc3c(c2)C(=O)N(C)C3=O)cc1	i	i	i	i	i	i	9	0.5	i	i	i
COc1ccc(-n2nnc3c(=O)n(C/C=C/c4ccccc4)cnc32)cc1	i	i	i	i	i	i	5	-0.4	i	i	i
S=C(N/N=C/c1ccc(Br)cc1)N1CCCCC1	i	i	i	i	i	i	-10	1.7	i	i	i
O=C(CCC(=O)N1CCOc2ccccc21)N1CCN(c2ccccc2)CC1	i	i	i	i	i	i	14	-0.2	i	i	i
CC1CCN(S(=O)(=O)c2ccc(NC(=O)C3CCN(C(=O)c4ccco4)CC3)cc2)CC1	i	i	i	i	i	i	-5	0.2	i	i	i
NC(=O)c1cccc2c(=O)oc3ccccc3c12	i	i	i	i	i	i	7	-0.1	i	i	i
O=C(N1CCOCC1)C1(c2ccc(Cl)cc2)CCCC1	i	i	i	i	i	i	30	-0.3	i	i	i
O=C1CSC(c2cccnc2)N1CC1CC1 (stereo not drawn)	i	i	i	i	i	i	8	0.0	i	i	i
COc1cccc(C2=NOC(C(=O)Nc3c(C)n(C)n(-c4ccccc4)c3=O)C2)c1 (stereo not drawn)	i	i	i	i	i	i	20	-0.6	i	i	i
COc1ccc(N(C(=O)Cn2cnc3ccccc32)C(C(=O)NC2CCCCC2)c2ccccc2)cc1 (stereo not drawn)	i	i	i	i	i	i	13	-0.3	i	i	i
O=[N+]([O-])c1ccccc1/C=C/C=N/N1CCCCC1	i	i	i	i	i	i	23	1.1	i	i	i
COc1ccc(N(CC(=O)Nc2cccc(C(C)=O)c2)S(C)(=O)=O)cc1OC	i	i	i	i	i	i	26	0.0	i	i	i
COc1ccc(C(=O)/C=C/Nc2cc(C)on2)cc1	i	i	i	i	i	i	-3	2.5	i	i	i
C[C@@H](C(=O)NCC1CCCO1)N1C(=O)N2CCc3c([nH]c4ccccc34)[C@@]2(C)C1=O (stereo partly drawn)	i	i	i	i	i	i	13	0.2	i	i	i
CCCCn1c(N)c(-c2nc3ccccc3o2)c2c([N+](=O)[O-])nn(CC)c(=O)c21	i	i	i	i	i	i	25	-0.6	i	i	i
CCN(CC)S(=O)(=O)c1ccc2c(c1)nc(CCC(=O)OCc1c(C)noc1C)n2C	i	i	i	i	i	i	-1	-0.2	i	i	i
CC1=C(C(=O)Nc2cc(C(=O)N3CCN(c4cccc(C)c4)C(C)C3)ccc2C)SCCO1 (stereo not drawn)	i	i	i	i	i	i	20	-0.1	i	i	i
Cc1nn(C)cc1/C=N\NC(=O)c1csc2c1CCCC2	i	i	i	i	i	i	-1	0.1	i	i	i
CC(C)NC(=O)c1ccc2c(c1)N(CC(=O)NC1CCCCC1)C(=O)C(C)(C)O2	i	i	.	.	.	i	-10	0.4	i	i	i
Cc1cc(N2CCOCC2)nc2ccc(NC(=O)CCC(=O)N3CCN(c4cccc(C(F)(F)F)c4)CC3)cc12	i	i	i	i	i	i	24	0.2	i	i	i
CC1CC(C)CN(CCCNC(=O)Cn2cccc2C(=O)c2ccccc2)C1 (stereo not drawn)	i	i	i	i	i	105*	9	-0.3	i	i	i
CN1CCN(C(=O)/C=C/c2ccc([N+](=O)[O-])o2)CC1	i	i	.	.	.	i	4	0.0	i	i	i

Random excerpt: two records from the list
SMILES	TRPC4 block	PolyA inhibitor	MrgX1 antag	MrgX1 ag	MrgX1 allo act	TRPC4 agonist	AI-2 QS mod	HIF activator	TRPC4 PAM	TRPC6 inhibitor	TRPC6 act
CC(C)NC(=O)c1ccc2c(c1)N(CC(=O)NC1CCCCC1)C(=O)C(C)(C)O2	i	i	.	.	.	i	-10	0.4	i	i	i
CC1=C(C(=O)Nc2cc(C(=O)N3CCN(c4cccc(C)c4)C(C)C3)ccc2C)SCCO1 (stereo not drawn)	i	i	i	i	i	i	20	-0.1	i	i	i

The list continues.
SMILES	TRPC4 block	PolyA inhibitor	MrgX1 antag	MrgX1 ag	MrgX1 allo act	TRPC4 agonist	AI-2 QS mod	HIF activator	TRPC4 PAM	TRPC6 inhibitor	TRPC6 act
COC(=O)c1ccn(CC(=O)NC2CCCCC2)n1	i	i	i	i	i	i	8	0.0	i	i	i
Cc1cc(C)cc(N2CC(C(=O)OCC(=O)Nc3cc(C)on3)CC2=O)c1 (stereo not drawn)	i	i	i	i	i	i	18	1.4	i	i	i
O=C(CCC1CCCN(C(=O)c2ccsc2)C1)N1CCN(c2ccccn2)CC1 (stereo not drawn)	i	i	i	i	i	i	7	0.1	i	i	i
O=C(/C=C/Nc1ccc(Cc2ccc(N/C=C/C(=O)C(F)(F)F)cc2)cc1)C(F)(F)F	i	i	i	i	i	i	12	2.8	i	i	i
CC(C)(C)C1CCC2(CC1)NC(=S)N(c1ccccc1)N2 (stereo not drawn)	i	i	i	i	i	i	13	0.4	i	i	i
CCc1ccc(OC(=O)c2cccnc2)cc1	i	i	i	i	i	i	3	-4.1	i	i	i
COc1cccc(NC(=S)N(CCc2ccc(OC)c(OC)c2)Cc2ccccn2)c1	i	i	i	i	i	i	16	2.1	i	i	i
Cn1cc(S(=O)(=O)N2CCN(c3cccc(C(F)(F)F)c3)CC2)c(=O)n(C)c1=O	i	i	i	i	i	i	22	-0.4	i	i	i
CCCCCCCN1CCC(=O)N([C@H](CO)CC(C)C)CC1	i	i	i	i	i	i	31	1.0	i	i	i
Cc1cnc(C)c(N2CCN(Cc3nc(-c4cccc(F)c4F)oc3C)CC2)n1	i	i	i	i	i	i	-7	0.2	i	i	i
COc1ccc(C(=O)NCC(=O)N2CCCC(C)C2)cc1OC (stereo not drawn)	i	i	i	i	i	i	17	-0.6	i	i	i
Cc1cc(C)cc(NC(=O)CCn2ccnc2C)c1	i	i	i	i	i	i	7	0.1	i	i	i
Cn1c(N)c(C(=O)COC(=O)c2ccc3c(c2)OCCO3)c(=O)n(C)c1=O	i	i	i	i	i	i	-3	0.3	i	i	i

An excerpt; rates above refer to the full screens.
